High-throughput results deposited in PubChem BioAssay by Broad Institute.
S100A4 inh HTS: inhibitors of S100A4-myosin IIA peptide binding, primary screen, biochemical, fluorescence polarization, TAMRA-MyoIIA peptide | Protein S100-A4 (Homo sapiens), P26447 | inhibition, % at 10.7 µM | 360,000 compounds, 0.14% hits | AID 652163, 2013;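 active = mean inhibition of at least 70% across replicates, with every replicate also reaching that level; inconclusive = mean inhibition reaches 70% but some replicates fall short; inactive = mean inhibition below 70%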
Target sequence (P26447 whole entry, looked up): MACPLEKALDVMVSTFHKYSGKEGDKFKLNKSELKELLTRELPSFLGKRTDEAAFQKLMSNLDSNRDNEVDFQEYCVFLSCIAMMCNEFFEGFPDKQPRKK
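Assay system: human S100A4 monomer with TAMRA-labelled myosin IIA peptide / Buffer or medium: Calcium-containing HEPES buffer, pH 7.2 / Reagent: TAMRA-labelled myosin IIA heavy-chain peptide probe, 5 nM / Compound: one dose per compound / Timing: polarization read 5 min after assay mix addition, stable 5–60 min / Benchmarks: neutral control DMSO, positive control TFP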
RAD54 inh: inhibitors of human RAD54 branch migration, primary screen, biochemical, fluorescence, single point. RAD54 Holliday junction branch migration, FAM/BHQ fluorescence. inhibition, % at 10.4 µM. 360,000 compounds, 0.14% hits. AID 602329, 2012;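 active = mean normalized replicate activity at least 40 and at least half of replicates scoring 40 or more; inconclusive = only one of the two criteria met; inactive = mean below 40 and under half of replicates reaching 40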;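 note: 0% = median of neutral control wells and 100% = median of positive control wells; inhibitors cause a drop in the FAM fluorescence signal; in these data hits start at about 50%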
Target sequence (Q92698 whole entry, looked up): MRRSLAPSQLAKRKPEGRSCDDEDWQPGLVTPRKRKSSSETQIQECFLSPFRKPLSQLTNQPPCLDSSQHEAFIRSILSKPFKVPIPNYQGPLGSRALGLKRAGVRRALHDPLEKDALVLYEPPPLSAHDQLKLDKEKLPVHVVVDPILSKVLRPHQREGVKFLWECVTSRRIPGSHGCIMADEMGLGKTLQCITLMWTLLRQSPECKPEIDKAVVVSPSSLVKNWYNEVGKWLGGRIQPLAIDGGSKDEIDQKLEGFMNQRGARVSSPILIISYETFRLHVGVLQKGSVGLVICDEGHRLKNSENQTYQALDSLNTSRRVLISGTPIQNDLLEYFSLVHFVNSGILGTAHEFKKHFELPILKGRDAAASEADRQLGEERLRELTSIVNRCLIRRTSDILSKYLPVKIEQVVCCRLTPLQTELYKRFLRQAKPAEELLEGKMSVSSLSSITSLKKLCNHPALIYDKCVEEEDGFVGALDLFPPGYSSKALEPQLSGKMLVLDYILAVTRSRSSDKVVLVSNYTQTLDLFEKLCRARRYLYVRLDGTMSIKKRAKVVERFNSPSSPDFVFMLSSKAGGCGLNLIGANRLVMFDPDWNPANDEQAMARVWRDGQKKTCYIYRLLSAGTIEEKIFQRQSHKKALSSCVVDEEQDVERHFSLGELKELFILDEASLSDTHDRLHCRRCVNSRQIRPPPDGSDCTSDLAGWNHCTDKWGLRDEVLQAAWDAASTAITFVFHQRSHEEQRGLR
FN deposition inh: inhibitors of fibronectin matrix deposition, primary screen, AH1F cells, Alexa488-fibronectin fluorescence, plate reader; AH1F fibroblasts, overnight; inhibition, % at 12.6 µM; 350,000 compounds, 0.086% hits; AID 743247, 2014;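 active = mean inhibition across replicates of 30% or more, regardless of how many single replicates reach that level; inconclusive = mean under 30% yet at least half of replicates reach 30%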;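 note: positive control wells lacked labelled fibronectin entirely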
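Assay system: AH1F fibroblasts assembling fluorescent fibronectin matrix; Amount: 10000 AH1F cells per well; Buffer or medium: DMEM, 2% serum; Probe or stimulus: Alexa488-fibronectin, 24 nM final in well; Doses: single compound dose, delivered by pin transfer; Incubation: 1 h adhesion, overnight exposure; Measured by: fluorescence 485/525 nm; Read-out: fibronectin deposition inhibition.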
RAD52 inh: RAD52 DNA annealing inhibitors, primary screen, biochemical, FRET, single point, set 2 | DNA repair protein RAD52 homolog (Homo sapiens), P43351 | inhibition, % at 18.7 µM | recombinant RAD52 DNA annealing, FRET fluorescence | 360,000 compounds, 0.46% hits;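 active = every replicate showing at least 50% inhibition; inconclusive = mean inhibition at least 50% but not in every replicate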
EWS-Fli inh: EWS/Fli-driven NR0B1 reporter inhibitors, primary screen, A673 cells, NR0B1 luciferase, luminescence, MLPCN library; viability-normalised; inhibition, % at 12.6 µM; 350,000 compounds, 0.67% hits; AID 651661, 2012;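 active = mean inhibition of at least 50% after viability correction, with every replicate also passing that limit; inconclusive = mean reaches 50% but only one of two replicates passes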;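 note: firefly luciferase signal divided by Alamar Blue viability fluorescence both relative to DMSO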
XiGFP reactiv: activators of inactive X chromosome reactivation, primary screen, imaging, XiGFP fibroblasts, GFP high-content imaging, set 2 | XiGFP mouse fibroblasts, % GFP-positive cells imaging, 3 d; cells co-treated with 5-aza-dC sensitizer; scaled so ellipticine positive control = 100% | activation, % at 7.58 µM | 360,000 compounds, 0.055% hits | AID 743238, 2013;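 active = mean normalized replicate activation at least 10% and every replicate at or above 10%; inconclusive = only one of the two criteria met; inactive = mean below 10% and not all replicates reach 10%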;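 note: 0% = median of on-plate neutral control wells and 100% = ellipticine 6 µM median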
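System: 68-5-11 XiGFP fibroblast line | Buffer or medium: DMEM containing 5-aza-dC | Compound: Single point | Times: Compounds 3 days, fix/stain 15 min at room temperature | Benchmarks: Positive control ellipticine, 6 µM final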
E-sel inducer: E-selectin induction in HUVECs, primary screen, imaging, HUVEC, immunofluorescence imaging, single point. P16581. normalized: neutral wells 0, TNF-alpha wells 100. activation, % at 7.58 µM. 260,000 compounds, 0.37% hits;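 active = mean E-selectin-positive cell signal at least 10% of the positive control, reached in at least 60% of replicates, without over 20% cell loss; inconclusive = no rule given, readout overlaps actives, possibly toxicity-flagged; inactive = the rest, including those meeting only one limit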;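 note: in these data hits start at about 27%; measured in HUVEC primary endothelial cells; signal is the percent of cells scored E-selectin positive by PE staining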
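Material: HUVEC primary endothelial cells; Amount: 3,000 cells per well; Dosing: single concentration; Medium: EGM-2 growth medium on 0.1% gelatin-coated wells; Read-out basis: percent E-selectin-positive cells; Signal: immunofluorescence imaging; Control set: TNF-alpha, DMSO.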
esBAF inh: Bmi1 luciferase reporter increase in mESCs, primary screen, esBAF inhibitor project, mouse ES cells, Bmi1 luciferase knock-in, single point | 24 h; 100% = twice the neutral-well signal | AID 602393, 2012 | reporter increase, % at 12.5 µM | 350,000 compounds, 2% hits; in the data active = activation above about 40%; inconclusive = no clear call, values can overlap the other calls;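 note: 0% = median of the plate's neutral control wells and 100% = double that signal; a rise in the Bmi1 reporter signal indicates esBAF inhibition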
An asterisk follows results filed as active; ? = inconclusive; . = not tested or not shown; & = joins results of further samples.

SMILES	S100A4 inh HTS	RAD54 inh	FN deposition inh	RAD52 inh	EWS-Fli inh	XiGFP reactiv	E-sel inducer	esBAF inh
CC(=O)c1ccc(-c2cnc3c(NC=O)cc(-c4cccc(C(=O)N(C)C)c4)cn23)cc1	-1	2	7	-42	-4	0.0	0.2	-2
NC(=O)c1nsc(C(=O)N(c2ccccc2F)C(C(=O)NCc2ccccc2)c2ccc(O)cc2)c1N (stereo not given)	-5	3	-5	-3	36	0.2	.	0
Cc1ccc(NC(=O)c2ccccc2-c2ccccc2C(=O)O)cc1C	4	.	-5	-8	2	0.0	.	6
Cn1c(=O)c2c([nH]c(=O)n2C)n(C)c1=O	.	-5	6	.	.	.	-0.2	-6
CCOC(=O)c1sc(-c2ccccc2)cc1NC(=O)Nc1ccc([N+](=O)[O-])cc1	1	.	-2	-8	2	-0.1	.	.
CC1Nc2ncnc(N3CCN(c4ccccc4)CC3)c2N(Cc2ccccc2)C1=O (stereo not given)	-2	-2	-12	-25	0	0.0	-0.1	1
COc1ccc(C(=O)C(=O)N2CCN(C(=O)c3ccccc3C(F)(F)F)CC2)cc1OC	-5	.	2	7	-7	0.0	-0.1	.
COc1cc(C(=O)Nc2sc3c(c2C(=O)O)CCC3)cc(OC)c1OC	3	-10	-3	-13	1	0.1	.	6
CCOC(=O)N1CCN(CC(=O)N2CCC(C(N)=O)CC2)CC1	2	-1	3	-9	0	.	11	.
COc1ccc(-n2nc3c(c2NC(=O)COc2cccc(OC)c2)CS(=O)(=O)C3)cc1	8	11	4	-14	-11	0.1	1.0	1
Cc1ccc(-n2nnnc2SCC(=O)NNC(=O)c2ccco2)c(C)c1	-1	-2	.	0	12	.	.	3
CCCN1C[C@H](C)[C@H](OC)CN(C)C(=O)c2cc(NS(=O)(=O)c3cn(C)cn3)ccc2OC[C@H]1C	9	-2	5	3	3	0.0	1.5	-4
CCOc1cc(NC(=O)C2CCCCC2)c(OCC)cc1NC(=O)c1ccccn1	-1	-9	-3	-2	15	0.0	.	-6
Fc1ccc(C2N(c3ccccc3)C(=S)N3CCCN23)cc1 (stereo not given)	0	-3	8	14	0	0.0	-0.9	1
Cc1noc(C)c1NC(=O)Nc1cccc2c1O[C@@H](CN(C)S(=O)(=O)c1ccc(F)cc1)[C@H](C)CN([C@H](C)CO)C2=O	4	10	.	-1	0	0.0	8.0	4
CCOc1cccc(-c2c(C(=O)N/N=C(\C)c3cccs3)nnn2-c2nonc2N)c1	1	-8	6	-31	-12	0.1	.	-9
Cc1ccc(N(CC(=O)N(C)Cc2ccccc2)S(C)(=O)=O)cc1C	-4	-8	-1	-15	6	0.0	0.0	1
CN1CCN(c2ccc(NC(=O)c3ccc4ccccc4c3)cc2)CC1	-1	2	5	-6	22	0.0	.	-64
CN1c2ccc(Br)cc2[C@@H]2[C@@H](CCN2S(=O)(=O)c2ccccc2)[C@@H]1CO	12	2	9	-11	-4	0.1	-0.1	-3
COc1ccc(OCCCn2cc(/C=C3/C(=N)N4C=C(C)SC4=NC3=O)c3ccccc32)cc1	0	2	3	-51	-1	-0.1	0.1	19
Cn1nc(C(=O)Nc2nc3ccccc3[nH]2)ccc1=O	4	.	.	-11	-58	0.1	.	.
CCOC(=O)N1CCN(CC(=O)Nc2ccc(F)c(F)c2)CC1	0	.	7	5	7	0.1	1.3	.
CN(C)S(=O)(=O)n1cc(/C=C(\NC(=O)c2ccccc2Cl)C(=O)NCCCn2ccnc2)c2ccccc21	23	.	6	24	.	0.0	14	0
C/C(=N\Nc1cccc2cccnc12)c1ccc(C)cc1	3	.	-2	-8	-76	0.0	.	.
O=C(C[C@H]1C[C@@H]2c3cc(NC(=O)NC4CCCCC4)ccc3O[C@@H]2[C@@H](CO)O1)NC1CCCC1	5	.	-9	10	-1	0.0	0.0	.

Reformatted with values under each structure: 4 of the compounds above
Under each structure – S100A4 inh HTS, RAD54 inh, FN deposition inh, RAD52 inh, EWS-Fli inh, XiGFP reactiv, E-sel inducer, esBAF inh
- Cc1ccc(NC(=O)c2ccccc2-c2ccccc2C(=O)O)cc1C
    4, ., -5, -8, 2, 0.0, ., 6
- Cn1c(=O)c2c([nH]c(=O)n2C)n(C)c1=O
    ., -5, 6, ., ., ., -0.2, -6
- CCOC(=O)c1sc(-c2ccccc2)cc1NC(=O)Nc1ccc([N+](=O)[O-])cc1
    1, ., -2, -8, 2, -0.1, ., .
- CC1Nc2ncnc(N3CCN(c4ccccc4)CC3)c2N(Cc2ccccc2)C1=O (stereo not given)
    -2, -2, -12, -25, 0, 0.0, -0.1, 1

Returning to the listing, starting 2 compounds before the break.
SMILES	S100A4 inh HTS	RAD54 inh	FN deposition inh	RAD52 inh	EWS-Fli inh	XiGFP reactiv	E-sel inducer	esBAF inh
C/C(=N\Nc1cccc2cccnc12)c1ccc(C)cc1	3	.	-2	-8	-76	0.0	.	.
O=C(C[C@H]1C[C@@H]2c3cc(NC(=O)NC4CCCCC4)ccc3O[C@@H]2[C@@H](CO)O1)NC1CCCC1	5	.	-9	10	-1	0.0	0.0	.
COc1ccccc1OCC(=O)Nc1ccc(S(=O)(=O)N2CCCCCC2)cc1	-2	3	.	-8	-1	.	.	9
Cc1cccc(NS(=O)(=O)c2ccc(C(=O)N3CCC3)cc2)c1C	-17	-18	0	-3	1	-0.1	0.5	.
CC(C)(C)CC(=O)Nc1nnc(SCC(=O)N2CCCCC2)s1	-3	10	6	-2	.	-0.1	.	9
O=C(O)CCCNC(=O)/C(=C\c1ccc(Cl)cc1)NC(=O)c1ccccc1Br	-1	.	1	3	0	0.0	.	6
COc1cc2ccccc2cc1C(=O)Nc1ccc(O)cc1	3	2	5	-14	-163	0.0	.	?
COc1ccc(/C=C/C(=O)Nc2cc(C)on2)cc1	8	.	-3	-6	-19	0.1	-0.2	.
CCCc1cc(=O)oc2cc(OCC(=O)NCc3ccccn3)ccc12	6	3	13	-6	.	0.0	.	4
Cc1ccc(COC(=O)c2cc(S(=O)(=O)N3CCOCC3)ccc2C)cc1	2	.	-3	-12	-6	0.1	0.1	2
C[C@H]1CN([C@@H](C)CO)C(=O)c2cccc(NS(C)(=O)=O)c2O[C@@H]1CN(C)S(=O)(=O)c1ccc(Cl)cc1	25	-5	.	-2	-6	-0.1	0.4	1
CCCN1C[C@H](C)[C@@H](OC)CN(C)C(=O)c2cc(NC(=O)c3ccccc3)ccc2OC[C@H]1C	-22	-1	14	-1	-5	0.2	-0.2	1
Cc1c(C(=O)N2CCN(c3ccccc3)CC2)oc2c(Cl)cccc12	3	4	8	6	42	0.0	.	10
C[C@H]1CN([C@@H](C)CO)S(=O)(=O)c2ccc(C#CC3CC3)cc2O[C@@H]1CN(C)C	0	-12	.	-1	7	-1.1	5.0	4
O=C(NCCc1ccc(F)cc1)c1cccc(NC(=O)c2ccccc2)c1	3	0	0	-5	-45	0.0	.	65*
CCCN1C(=O)c2ccccc2NC1c1ccc(OC)c(CSc2ccccn2)c1 (stereo not given)	3	8	0	0	18	0.4	.	.
CC(C)c1ccc(N2C(=O)/C(=C/N(C)C)SC2=S)cc1	-2	.	4	-59	6	?	19	.
CCC(=O)NCCc1nc2ccccc2[nH]1	-3	-11	.	-2	-2	.	.	-4
CCCN(C)C[C@@H]1Oc2cc(C#Cc3cccc(OC)c3)ccc2S(=O)(=O)N([C@@H](C)CO)C[C@@H]1C	6	0	-3	33	8	-1.0	0.4	-1
Cn1c(CC2Sc3ccccc3NC2=O)nnc1SCC(=O)c1ccc(Cl)cc1 (stereo not given)	-1	.	-5	-14	1	0.1	.	.
C[C@@H]1CN([C@H](C)CO)C(=O)c2cc(-c3cncnc3)cnc2O[C@@H]1CN(C)C(=O)CN1CCOCC1	2	-1	3	1	-3	-0.9	0.6	-5
O=S(=O)(NCc1ccc(F)cc1)c1ccc(-c2cnc(C3CC3)o2)cc1	0	2	11	-8	6	0.0	.	1
Cc1[nH]nc(N=CC2=C(O)CC(C)(C)CC2=O)c1-c1ccc(Cl)cc1	-4	3&4	1&2	0	-34	-0.1	0.5	8&28
COc1cccc2c1O/C(=N\O)C(C(=O)Nc1cccc(C)c1C)C2 (stereo not given)	-8	0	4	-8	-7	0.0	0.5	-1
COC[C@H]1CCCN1[C@H]1CS(=O)(=O)N[C@@H]1COCc1ccccc1	-2	-6	2	-12	6	0.2	7.7	-4
Cc1c(NC(=S)NC(NC(=O)C(C)(C)C)C(Cl)(Cl)Cl)c(=O)n(-c2ccccc2)n1C (stereo not given)	-1	5	3	-3	7	0.0	.	.
CCCn1c(=O)n(N)c2ccccc21	-4	7	-4	18	12	-0.5	0.4	-9

Other compounds follow.
SMILES	S100A4 inh HTS	RAD54 inh	FN deposition inh	RAD52 inh	EWS-Fli inh	XiGFP reactiv	E-sel inducer	esBAF inh
Cc1nc(SCc2ccccc2)c2ccsc2n1	-4	.	0	1	4	0.0	1.2	.
O=C(NCC1CCCN1S(=O)(=O)c1cccs1)c1cccc(Cl)c1 (stereo not given)	6	.	7	-11	3	0.2	.	.
Cc1c(CNCCC2=CCCCC2)c(C(=O)O)c(C)n1Cc1ccccc1	0	.	-1	-30	-9	0.4	6.2	.
CC(C)CC(=O)NC(=S)Nc1ccc(F)cc1F	-2	.	3	-20	-12	-0.1	.	.
O=C(C[C@H]1CC[C@@H](NC(=O)CC2CC2)[C@@H](CO)O1)NCc1ccc(Cl)cc1	-23	6	.	3	0	-0.1	-0.2	-1
O=c1oc2ccccc2c2c1cnc1ccccc12	18	23	-4	3	7	0.0	2.3	0
CCOC(=O)c1ccc(NC2c3ccccc3C(=O)N2c2ccc(C)cn2)cc1 (stereo not given)	-6	2	9	-20	-4	0.0	-2.1	17
